# Screening results: PubChem BioAssay, several laboratories
# Jurkat viability – cytotoxic compounds reducing Jurkat cell viability. Jurkat E6.1 viability, ATP luminescence, 48 h. inhibition, % at 4 µM. 56,000 tested, 1.2% active. AID 463;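 active means inhibition above the mean inhibition of all tested compounds plus 3 SD, cut at about 28% in these data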
# HTR1E agonist – activates the human 5-HT1E serotonin receptor; P28566; CHO 5-HT1E Ga15 NFAT-bla reporter, FRET; 0% DMSO wells, 100% control agonist wells; activation, % at 6 µM; 65,000 tested, 0.69% active;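 active means activation above a set limit, the screen-wide mean activation plus 3 SD, cut at about 8.5% in these data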;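 further: 100% = positive control agonist at 1 µM giving full maximal response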
# M1 antag – blocks the rat M1 muscarinic receptor response to acetylcholine. CHO-M1 cells, Fluo-4 calcium, ACh EC80 antagonist mode; stronger effect = lower value. P08482. B-score at 10 µM. 64,000 tested, 3.4% active;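 active means calcium fluorescence response, raw or row-and-column corrected B-score, differing from the plate sample mean either way at a set confidence level, mostly lower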
# 5HT1E antag – 5-HT1E (human) receptor antagonism | P28566 | CHO 5-HT1E Ga15 NFAT-bla reporter, FRET, antagonist | inhibition, % at 6 µM | 65,000 tested, 0.99% active | AID 571;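 active means inhibition above a set limit, the mean inhibition across every tested compound plus 3 SD, cut at about 29% in these data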;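 further: signal is the 460 over 535 nm emission ratio of beta-lactamase substrate; 0% = agonist plus DMSO wells and 100% = wells without agonist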
# M1 ag – agonists of M1 muscarinic receptor; CHO-M1 cells, Fluo-4 calcium fluorescence, agonist mode; stronger effect = higher value; B-score at 10 µM; 64,000 tested, 3% active; AID 626;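 active means fluorescence rise, raw or as B-score row- and column-corrected plate score, outside the 99.7% band of its plate's samples, either direction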
# 5HT1a antag – 5-HT1a (human) receptor antagonism. P08908. 62,000 tested, 0.68% active. CHO 5-HT1a Ga15 NFAT-bla reporter, antagonist mode. inhibition, % at 10 µM. AID 612;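 active means inhibition above the mean of all tested compounds plus 3 SD, cut at about 43% in these data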;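 further: receptor stimulated by 5-CT agonist at 100 nM near EC80; beta-lactamase reporter measured by ratiometric fluorescence of a cleavable substrate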
# S1P1 ag pot – S1P1 (human) agonism or agonism potentiation; 56,000 tested, 0.57% active; activation, % at 9.5 µM; S1P1 CRE-bla cells, forskolin, beta-lactamase FRET, potentiator mode; S1P1 agonist co-added at EC20, 2 nM; 100% = saturating reference agonist, 0% = basal; P21453; AID 449;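 active means activation above a cutoff set at the mean activation of all tested compounds plus 3 SD, cut at about 54% in these data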;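 further: forskolin at 4 µM as EC80 and the EC20 agonist is SEW2871; 100% = SEW2871 at its EC100 plus forskolin at EC80; some compounds past the cut are filed as inactive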
# Target sequence (P21453 whole entry, looked up): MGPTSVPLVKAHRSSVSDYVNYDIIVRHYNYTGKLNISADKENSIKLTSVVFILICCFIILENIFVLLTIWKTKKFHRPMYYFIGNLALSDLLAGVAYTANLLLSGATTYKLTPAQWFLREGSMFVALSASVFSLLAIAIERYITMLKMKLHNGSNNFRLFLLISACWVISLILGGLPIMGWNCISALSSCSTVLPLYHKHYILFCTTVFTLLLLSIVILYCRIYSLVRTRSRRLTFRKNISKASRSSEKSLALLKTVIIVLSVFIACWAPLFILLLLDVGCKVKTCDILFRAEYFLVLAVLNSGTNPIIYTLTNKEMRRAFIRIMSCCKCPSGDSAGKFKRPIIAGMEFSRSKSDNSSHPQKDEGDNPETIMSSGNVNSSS
# S1P3 agonist – agonists of human S1P3 receptor; Q99500; S1P3 NFAT-BLA reporter cells, agonism, FRET ratio; relative to 1 µM S1P, basal subtracted; activation, % at 4.5 µM; 60,000 tested, 0.1% active;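 active means activation above the screen-wide mean plus 3 SD, cut at about 4.5% in these data, passing the limit was not always enough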; further: some compounds called inactive have numbers as strong as hits
# Target sequence (Q99500 whole entry, looked up): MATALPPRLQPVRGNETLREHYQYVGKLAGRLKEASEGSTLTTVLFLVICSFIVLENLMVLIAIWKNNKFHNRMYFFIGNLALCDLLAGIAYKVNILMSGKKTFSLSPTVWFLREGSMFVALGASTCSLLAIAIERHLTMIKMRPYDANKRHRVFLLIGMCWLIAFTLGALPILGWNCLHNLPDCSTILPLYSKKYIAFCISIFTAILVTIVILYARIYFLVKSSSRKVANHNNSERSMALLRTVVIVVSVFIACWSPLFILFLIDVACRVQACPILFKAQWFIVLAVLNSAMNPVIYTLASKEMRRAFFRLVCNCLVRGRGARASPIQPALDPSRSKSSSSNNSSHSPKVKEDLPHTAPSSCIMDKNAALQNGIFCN
#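 Assay system: CHO cells stably expressing human S1P3, Gα16 and NFAT-β-lactamase reporter. Timing: overnight plating, 4 h compound 37 °C, 2 h substrate RT. Signal: β-lactamase FRET emission ratio 460/535 nm. Measure: percent activation versus median 1 µM S1P response, basal-subtracted, per plate. Repeats: primary screen single test, confirmation screen in triplicate.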
# HTR1A agonist – agonists of human 5-HT1a serotonin receptor. CHO 5-HT1a Ga15 NFAT-bla reporter, FRET ratio; 0% basal, 100% maximal reference agonist. activation, % at 10 µM. AID 567. P08908. 65,000 tested, 0.56% active;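 active means activation above the screen-wide mean activation plus 3 SD, cut at about 19% in these data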;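 further: 0% = DMSO wells and 100% = 5-CT at EC100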
# Starred values were filed as active, the others as inactive; x = no result given. Compounds as they come; any-hit rate near 8.9%.
# Value order: S1P3 agonist	5HT1a antag	HTR1A agonist	Jurkat viability	S1P1 ag pot	M1 ag	5HT1E antag	HTR1E agonist	M1 antag
> Cc1ccc(S(=O)(=O)NCCCCC(NC(=O)OC(C)(C)C)C(=O)O)cc1 (configuration not stated) (tested in a mixture with another compound)
 : 0.4	11.6	-4.0	3.5	-22.9	0.0119	-4.5	-0.1	-0.0611
> Cc1csc2nc(CNS(=O)(=O)N(C)C)cn12
 : -1.1	-0.5	2.2	2.5	2.8	1.31	7.7	0.9	0.975
> CN(C(=O)c1ccccn1)c1nnc(-c2cccnc2)s1
 : -1.3	-1.5	0.4	-3.7	3.6	-0.0192	-6.2	3.6	0.471
> CC(C)Oc1ccc(CSc2nnc3n(C)c(=O)c4c5c(sc4n23)CCCC5)cc1
 : 0.7	-3.3	-1.1	-5.0	0.8	0.0231	-18.0	0.5	-0.0972
> COc1ccc(-c2ccc(=O)[nH]n2)cc1
 : x	-9.8	-2.8	x	x	0.694	-6.2	0.2	0.0174
> CCCN1CC=C2C(C#N)=C(N)C(C#N)(C#N)C(c3cc(OC)ccc3OC)C2C1 (configuration not stated)
 : 1.7	-6.4	6.0	-3.6	-5.4	47*	-6.8	1.5	-2.33*
> CCCC12CN3CC(C)(CN(C1)C3c1ccc(OC)cc1)C2=O (configuration not stated)
 : -0.7	14.2	-3.5	2.8	-1.8	0.0757	10.2	-0.7	0.00157
> CC1CN(CC(O)COc2ccc(C(C)C)cc2)CC(C)O1 (configuration not stated)
 : -1.0	-6.1	-0.9	-0.8	10.4	-0.343	4.1	0.6	-0.467
> N#CCn1nnc(-c2ccc3c(c2)OCO3)n1
 : -1.0	3.6	-0.9	4.3	-6.1	0.621	6.3	-0.1	0.439
> O=c1[nH]n(CC2COC3(CCCCC3)O2)c(=O)c2ccccc12 (configuration not stated)
 : -0.6	-5.8	2.6	5.0	-17.3	-0.804	-4.6	0.2	1.57
> O=C(c1cc2nc(-c3ccc(F)cc3)cc(C(F)(F)F)n2n1)N1CCCC1
 : 0.8	4.7	-0.6	-0.1	5.3	-0.326	-9.4	1.5	0.137
> COC(=O)c1cc2sccc2n1CC(=O)Nc1ccc(OC)c(OC)c1OC
 : -0.4	14.4	-1.2	4.0	-16.8	x	-1.9	-1.2	x
> Cn1c(C(=O)NCC2CCCO2)cc2oc3ccccc3c21 (configuration not stated)
 : 0.1	10.8	0.7	2.1	9.9	-0.87	14.6	-0.2	-1.51
> Cc1ccc(S(=O)(=O)NC(=O)Nc2ncc3c(n2)CC(c2ccco2)CC3=O)cc1 (configuration not stated)
 : -4.3	x	1.9	x	-1.1	0.0911	3.0	-0.5	1.38
> c1ccc2nc(-c3nc4ccccc4o3)ccc2c1
 : -1.5	14.3	0.2	23.0	24.6	-1.65	7.0	-0.5	-0.494
> N#Cc1c(NC(=O)c2cc(-n3cnnc3)ccc2Cl)sc2c1CCCC2
 : -1.0	-2.9	-3.2	25.7	36.0	-0.512	13.5	0.2	-3.2*
> O=C(Nc1cnn(Cc2ccc(F)cc2)c1)c1cnccn1
 : -1.4	9.5	-2.4	7.1	15.6	-0.0277	7.6	-0.9	0.202
> CC(C)Nc1nc2n(c(=O)n1)CCN2C(C)C
 : -0.6	-2.9	1.4	-8.5	x	-0.849	-0.2	0.4	0.812
> Cc1ccc(S(=O)(=O)C2(C(=O)N(C)C3CCCCC3)CC2)cc1
 : -0.5	8.8	-3.0	1.2	-2.3	0.392	1.4	-1.3	0.125
> Cc1cc(Br)c(S(=O)(=O)n2nnc3ccccc32)cc1C
 : 0.7	0.4	-3.3	-8.5	-21.4	-0.242	-2.2	-0.1	-12.1*
> Cc1ccc(C)c(S(=O)(=O)C(C#N)c2nc3ccccc3nc2N2CCCC2)c1 (configuration not stated)
 : -1.0	1.6	-2.2	2.2	9.3	-0.996	17.7	-0.3	-0.212
> CCc1nnc(NC(=O)Cn2ccc(C(F)(F)F)n2)s1
 : 1.4	-7.4	-3.0	-0.5	4.5	0.851	-5.2	0.0	-1.05
> COC(=O)[C@@H](NC(=O)NC(C)CCc1ccccc1)C(C)C (some centres not stated)
 : -1.6	27.7	-6.0	2.3	14.5	0.18	-1.3	-1.3	-0.259
> Cc1cc(C)n2c(SCC(=O)NCc3ccco3)nnc2n1
 : -1.4	-4.0	-0.3	-2.6	-1.1	-0.338	8.4	-1.3	-1.87
> COc1cc(NC2c3ccccc3C(=O)N2c2ccc(C)cn2)cc(OC)c1OC (configuration not stated)
 : -0.2	3.9	-0.3	-4.2	0.2	-0.0127	-3.8	0.3	-0.0129
> Cc1ccc(OCC(=O)N(C)CCc2ccccn2)cc1
 : -1.7	x	-0.4	x	4.2	1.04	2.9	-0.3	0.111
> COc1ccc(Nc2nnc(C)c3ccccc23)cc1C(N)=O
 : 1.5	x	-1.0	x	15.0	0.258	21.1	-0.2	-0.0696
> O=C(CCc1nc(-c2ccc(Cl)cc2)no1)OCc1ccc(Br)cc1
 : -0.5	-2.4	-0.5	-9.7	-15.3	-0.906	-2.0	0.0	0.26
> CCOC(=O)CSc1nnc(-c2ccncc2)o1
 : -0.3	4.2	-4.8	-2.8	-9.4	-0.214	0.9	-0.2	-0.227
> O=C(CCn1cccc1)NCc1ccccc1
 : -0.9	18.5	-1.4	1.2	0.0	0.584	8.7	-0.5	-0.0305
> Cn1c(=O)c2c(nc(Br)n2CCSc2ncccn2)n(C)c1=O
 : -3.4	x	1.5	x	-20.3	0.264	-18.9	-0.8	0.223
> COc1ccc(C2=Nn3c(nnc3-c3ccccn3)SC2)cc1OC
 : 1.9	x	0.4	x	-19.8	2.43	39.0*	0.6	-1.42
> CCC1CCCCN1C(=O)Cn1c(=O)oc2ccccc21 (configuration not stated)
 : x	-3.1	0.1	x	x	x	-6.9	-0.4	x
> C=CCC1c2cccc(C(=O)O)c2C(=O)N1c1cccc(C)c1 (configuration not stated)
 : -0.1	-11.0	0.0	-5.8	8.1	0.512	-8.4	-0.1	-0.885
> Cc1ccc(-c2noc(COc3ccccc3C)n2)cc1
 : -0.5	-14.2	1.1	-1.8	x	0.179	-9.6	-0.1	0.935
> CCNc1nc(NCC)nc(-n2nc(C)cc2C)n1
 : -0.1	-12.0	-4.1	2.5	-72.3	0.032	16.8	-0.7	0.0483
> CCCCS(=O)(=O)C(=C1Nc2ccccc2N1)S(=O)(=O)CCCC
 : -0.3	4.3	-4.7	-5.8	-4.8	0.0613	-4.9	-0.1	-1.39
> O=C(CN1CCOCC1)Nc1ccc(Oc2ccc(NC(=O)CN3CCOCC3)cc2)cc1
 : -1.0	0.3	-2.5	-4.6	-11.3	0.863	3.7	-1.1	-0.238
> O=C(Cn1nnc2ccccc2c1=O)Nc1cc(C(F)(F)F)ccc1N1CCOCC1
 : -0.7	-3.7	-2.1	-3.9	3.4	-0.547	6.0	0.5	0.746
> Cc1ccc(S(=O)(=O)NC(=O)c2cc(C)n(CCCN3CCOCC3)c2C)cc1
 : -0.4	-7.1	-1.9	-2.1	4.8	-0.0121	1.5	0.0	0.152
> CCOC(=O)CC1=C(C(=O)OCC)C(c2ccncc2)C(C#N)=C(N)O1 (configuration not stated)
 : -1.6	21.9	-2.5	-2.9	-2.9	0.525	-2.4	0.9	0.434
> O=C(c1cccs1)N1CCN(S(=O)(=O)Cc2ccccc2)CC1
 : -0.4	-9.7	-0.4	-5.0	x	-0.2	-1.0	0.6	0.0356
> Cc1ccc2c(c1)c1c3n2CC(=C2C(=O)OC(C)(C)OC2=O)NC3CCC1 (configuration not stated)
 : -1.6	8.6	1.7	-4.2	18.9	-0.806	-2.6	0.5	0.192
> N#CC1=C(N)OC2=C(C(=O)CCC2)C1C1CC=CCC1 (configuration not stated)
 : 0.7	7.2	-2.7	-0.6	-16.8	0.232	2.1	0.1	0.283
> CCC(C)C(NC(=O)OC(C)(C)C)C(=O)NC(CC(C)C)C(N)=O (configuration not stated)
 : -1.6	3.1	-5.0	-0.1	2.3	-0.0144	5.0	0.7	-0.642
> COc1ccc(CCNC(=O)COc2ccc(S(=O)(=O)N3CCOCC3)cc2)cc1
 : 0.9	-11.1	-0.5	-4.2	2.9	0.299	-0.3	-0.9	0.273
> Nc1nonc1C(=O)NCCc1ccccc1
 : -0.6	-7.7	0.9	20.0	-6.8	-0.377	-7.4	0.7	0.0388
> CN(CC(=O)NCC1CCCO1)S(=O)(=O)c1cc(Cl)ccc1Cl (configuration not stated)
 : x	6.3	-1.4	x	x	1.75	5.7	-0.3	-0.203
> COc1ccccc1NC(=O)CSC1CC(=O)N(c2ccc3c(c2)OCO3)C1=O (configuration not stated)
 : 0.2	-5.4	-1.7	0.7	9.8	-1.65	-4.5	-0.1	0.386
> COc1ccc(S(=O)(=O)N(C)c2ccc(C(=O)N3CCC(C(N)=O)CC3)cc2)cc1
 : -1.0	-5.7	-0.1	0.1	x	-0.455	-3.6	0.6	-0.464
> CCOC(=O)C1=C(C)NC(SCC(N)=O)=C(C#N)C1c1ccncc1 (configuration not stated)
 : -0.8	-3.9	0.2	2.1	-16.5	0.182	-9.7	0.8	-0.219
> CN1C=CC=C/C1=C(\C#N)c1nc2ccccc2[nH]1
 : 0.1	4.1	-0.2	-3.8	6.6	-0.639	5.9	-0.2	-0.5
> O=C(c1ccc(N2CCNCC2)cc1)c1cccnc1
 : -1.0	4.3	2.1	-5.1	-4.1	0.0248	-0.6	-1.3	-0.572
> CC(Oc1ccc(Cl)cc1Cl)C(=O)NCCCN(C)C (configuration not stated)
 : -1.7	9.3	-3.4	7.7	-16.0	-0.232	6.6	-1.1	-0.317
> COc1ccc(OCC(=O)N2CC3(C)CC2CC(C)(C)C3)cc1 (configuration not stated)
 : -0.9	-9.2	-2.9	7.2	-18.3	0.0253	-4.9	-0.7	0.284
> CC(C)(C)SCCNS(=O)(=O)c1ccccc1
 : -0.5	-1.7	-2.8	1.2	113.2	-0.029	-4.6	-0.6	-0.133
> Nc1nc(NC(=O)c2ccco2)nn1-c1ccccc1
 : -0.5	-1.8	-2.2	-2.9	-20.3	0.181	-10.1	0.1	0.0853
> Cn1ncc(N=Cc2ccccc2O)c1C(=O)N1CCOCC1
 : -1.4	x	-0.1	x	-6.5	-0.247	-0.6	-0.5	-0.63
> Cc1cc(NC(=O)COC(=O)CCCOc2ccc(Cl)cc2C)no1
 : -0.2	-5.5	-2.8	1.8	-13.9	0.351	-10.0	-1.5	-0.188
> COCCn1c(SCC(=O)c2ccc(F)cc2)nnc1C(C)C
 : 0.0	16.4	-1.9	-1.3	-7.2	0.0909	-9.5	-0.2	0.0409
> N#Cc1c(SCC(N)=O)nc2c(c1-c1ccc(O)cc1)CCCC2
 : 0.2	-14.2	0.9	14.9	-46.9	0.0487	3.8	0.8	0.124

# Marked active in 5HT1E antag, among the entries above:
Structure | S1P3 agonist | 5HT1a antag | HTR1A agonist | S1P1 ag pot | M1 ag | 5HT1E antag | HTR1E agonist | M1 antag
COc1ccc(C2=Nn3c(nnc3-c3ccccn3)SC2)cc1OC | 1.9 | x | 0.4 | -19.8 | 2.43 | 39.0* | 0.6 | -1.42
